Screening results deposited in PubChem BioAssay by National Center for Advancing Translational Sciences (NCATS).
HP1b chromo inh = blocks HP1-beta chromodomain binding to methylated histone tails; P83916; hit rate 0.56% among 390,000; AID 540317; AlphaScreen HP1-beta / biotin-H3K9me3 peptide binding; Potency, µM (doses to about 114 µM), without a hit: at the top dose activity change, negative = inhibition, most hits filed as inhibitors; further: nearly all actives have a fitted effect of over 70% in size; inactives centre near 23
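AlphaScreen: HP1-beta (50 nM) preformed 30 min with biotin-H3(1-18)K9me3 peptide (50 nM) in PBS pH 7.4, 0.01% Tween-20. Compound added for 30 min at RT, then streptavidin donor/nickel chelate acceptor beads (10 ug/mL) for 30 min.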
Pin1 inh = human Pin1 inhibition. Q13526. Potency, µM (titrated, usually from 115 µM), for the others: top-dose activity, negative = inhibition, most hits filed as inhibitors. hit rate 0.009% among 390,000. Pin1 FP peptide displacement, HiFluor488, 10 min; active means well fitted inhibition curve with a large enough effect in the polarisation, with a control signal flat, not every such curve was filed as active; inconclusive means small, poorly fitted or top-dose-only effect, or effect the other way, or a change in a side signal; inactive means no such curve, though single readings can be large or run the other way; the % refers to the polarisation; further: on the % scale 0 is the no-effect control and ±100 the full control effect
BLM helicase inh = inhibitors of human Bloom syndrome helicase BLM. P54132. recombinant BLM DNA unwinding, fluorescence dequenching. Potency, µM (top dose mostly 56.1 µM), for the others: at the top dose activity change, negative = inhibition, most hits filed as inhibitors. hit rate 0.2% among 350,000. AID 2528;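 further: plate controls were vehicle for no effect and no enzyme for full effect; nearly all actives have a fitted effect of over 35% in size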
G9a inh = G9a (human) methyltransferase inhibition; Q96KQ7; G9a H3K9 monomethylation, AlphaScreen, 2 h; Potency, µM (highest dose often 102 µM), inactives show at the highest dose activity, negative = inhibition, most hits filed as inhibitors; hit rate 8.8% among 350,000; further: on the % scale 0 is the no-effect control and ±100 the full control effect; nearly all actives have a fitted effect of over 75% in size
Target sequence (Q96KQ7 913-1193 limits assumed): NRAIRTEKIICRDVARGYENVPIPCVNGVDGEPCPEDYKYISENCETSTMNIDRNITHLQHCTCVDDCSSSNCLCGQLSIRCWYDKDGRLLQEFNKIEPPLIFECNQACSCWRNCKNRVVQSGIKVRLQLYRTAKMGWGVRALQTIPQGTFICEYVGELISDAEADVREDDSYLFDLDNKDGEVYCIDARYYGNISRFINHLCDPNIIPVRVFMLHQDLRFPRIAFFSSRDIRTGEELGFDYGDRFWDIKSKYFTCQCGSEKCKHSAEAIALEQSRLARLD
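Chemiluminescent proximity detection of H3K9 monomethylation, read after 10 min bead incubation in the dark. Reaction: 20 nM G9a, 500 nM biotin-H3K9 peptide, 20 uM SAM cofactor, 2 h, room temperature, following 15 min enzyme-compound preincubation.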
GLS inhibitor = blocks human kidney-isoform glutaminase activity; O94925; GLS enzymatic activity, qHTS titration; Potency, µM (titrated, usually from 45.5 µM), inactives show at the top dose activity change, negative = inhibition, actives largely listed as inhibitors; hit rate 0.21% among 410,000; AID 624170; further: on the % scale 0 is the no-effect control and ±100 the full control effect
Target sequence (O94925 whole entry, looked up, canonical isoform): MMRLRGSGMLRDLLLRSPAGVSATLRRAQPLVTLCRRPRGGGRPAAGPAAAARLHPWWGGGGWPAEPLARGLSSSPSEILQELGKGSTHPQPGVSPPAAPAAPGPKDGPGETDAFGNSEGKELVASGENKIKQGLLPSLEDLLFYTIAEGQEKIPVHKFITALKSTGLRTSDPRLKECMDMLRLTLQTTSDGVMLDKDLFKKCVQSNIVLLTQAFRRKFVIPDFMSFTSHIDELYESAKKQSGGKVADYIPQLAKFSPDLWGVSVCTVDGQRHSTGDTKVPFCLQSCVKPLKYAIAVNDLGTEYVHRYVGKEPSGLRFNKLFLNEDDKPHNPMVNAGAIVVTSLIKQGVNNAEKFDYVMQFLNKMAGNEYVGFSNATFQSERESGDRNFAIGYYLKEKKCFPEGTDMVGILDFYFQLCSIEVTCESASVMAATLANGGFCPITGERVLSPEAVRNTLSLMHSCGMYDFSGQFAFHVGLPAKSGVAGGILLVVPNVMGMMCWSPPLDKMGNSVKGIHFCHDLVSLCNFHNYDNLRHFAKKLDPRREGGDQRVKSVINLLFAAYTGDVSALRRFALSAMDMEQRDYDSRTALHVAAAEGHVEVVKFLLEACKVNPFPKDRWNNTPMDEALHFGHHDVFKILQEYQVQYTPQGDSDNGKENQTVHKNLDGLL
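Two-point fluorescence kinetic (t0, 30 min RT) for hKGA; glutamate detected via glutamate oxidase–HRP–Amplex Red. Substrate: 1 mM L-glutamine solution; buffer 45 mM KH2PO4, pH 8.2.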
Pol iota inh = inhibitors of human DNA polymerase iota | Q9UNA4 | Pol iota fluorescent replication assay, 10 min | Potency, µM (series often up to 115 µM), without a hit: at the top dose activity, negative = inhibition, usual class: inhibitors | hit rate 1% among 390,000 | AID 588590
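Pol iota at 10 nM preincubated 15 min with compounds at room temperature; reaction started with fluorescent substrate, 50 nM final. Fluorescence read kinetically at 0 and 10 min; buffer-only wells as negative control.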
BAZ2B block = blocks human BAZ2B. AlphaScreen BAZ2B-H3K14Ac peptide displacement. Potency, µM (doses to about 114 µM), for the others: at the top dose activity change, negative = inhibition, usual class: inhibitors. hit rate 4.4% among 360,000. AID 504333; further: on the % scale 0 is the no-effect control and ±100 the full control effect; nearly all actives have a fitted effect of over 60% in size
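Inhibition is scored as reduced AlphaScreen emission. The BAZ2B/b-H3(5-23)K14Ac complex (50 nM each) in PBS pH 7.4, 0.01% Tween-20 meets compound (up to 110 uM) for 30 min at RT before bead addition.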
PGK inhibitor = blocks T. brucei phosphoglycerate kinase. P07378. PGK/GAPDH coupled, Kinase-Glo luminescence, 60 min. Potency, µM (highest dose often 57.5 µM), inactives show at the highest dose activity change, negative = inhibition, usual class: inhibitors. hit rate 0.043% among 380,000. AID 602233; further: on the % scale 0 is the no-effect control and ±100 the full control effect; nearly all actives have a fitted effect of over 60% in size
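Recombinant glycosomal PGK reaction used 1,3-bisphosphoglycerate generated in-well by GAPDH (100nM final) in 100mM TEA pH 7.6, 5mM MgCl2, 0.01% Tween-20. After 60 minutes at room temperature, ATP was read by Kinase-Glo Plus luminescence end-point.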
JMJD2A Tudor = JMJD2A Tudor domain (human) inhibition | Potency, µM (doses to about 114 µM), inactives show at the highest dose activity change, negative = inhibition, most hits filed as inhibitors | O75164 | AlphaScreen JMJD2A-Tudor / H3K4me3 peptide binding | hit rate 4.4% among 390,000; further: on the % scale 0 is the no-effect control and ±100 the full control effect; nearly all actives have a fitted effect of over 50% in size
* marks the source's active call; other numbers are inactive results; [ ] = dose if it differs, or a comment. Unless noted, the call rests on the fitted dose curve; in most records, active means well fitted curve in the direction sought with a large enough effect; inconclusive means small, poorly fitted or top-dose-only effect, or another doubt; inactive means no such curve, though single readings can be large; an effect the other way counts as inactive or inconclusive. Potency means the concentration at half of the fitted maximal effect. This is a subset; rates above refer to the full screens.

How did COc1ccc(NC(=O)Cn2c(=O)n(-c3cccc(C(F)(F)F)c3)c(=O)c3sccc32)cc1 do in these assays?
HP1b chromo inh: 28%; Pin1 inh: 38%[activator]; BLM helicase inh: -5%; G9a inh: -1%[59 µM]; GLS inhibitor: 3%; Pol iota inh: 11%; BAZ2B block: -2%; PGK inhibitor: 9%; JMJD2A Tudor: 6%

Results for O=C(CNC(=O)c1ccccc1F)OCc1cc(=O)n2nc(C3CC3)sc2n1 ?
HP1b chromo inh: 14%; Pin1 inh: 3%; BLM helicase inh: -2%; G9a inh: 41%[59 µM]; GLS inhibitor: 5%; Pol iota inh: 37%[activator]; BAZ2B block: 7%; PGK inhibitor: 6%; JMJD2A Tudor: -22%

What do the screens show for `COc1ccccc1N1CC(C(=O)Nc2nnc(SCC(=O)NC(C)C)s2)CC1=O` (stereo not given)?
HP1b chromo inh: 47%[activator]; Pin1 inh: -7%; BLM helicase inh: -6%; G9a inh: 14%[12.7 µM]; GLS inhibitor: -1%; Pol iota inh: 16%; BAZ2B block: -1%; PGK inhibitor: -1%; JMJD2A Tudor: -5%

How did COc1ccc(CN(N=O)C2CC(=O)N(c3ccc(OC)cc3)C2=O)cc1 (stereo not given) do in these assays?
HP1b chromo inh: 11%; Pin1 inh: -1%; BLM helicase inh: -3%; G9a inh: 20%[59 µM]; GLS inhibitor: 2%; Pol iota inh: 133%[activator]; BAZ2B block: -14%; PGK inhibitor: -2%; JMJD2A Tudor: -10%

What do the screens show for `CC(=O)Nc1ccc(S(=O)(=O)Nc2nc3ccccc3nc2Nc2ccc(O)cc2)cc1`?
HP1b chromo inh: 23%; Pin1 inh: -1%; BLM helicase inh: -2%; G9a inh: inconclusive; GLS inhibitor: inconclusive; Pol iota inh: 34%; BAZ2B block: inconclusive; PGK inhibitor: -10%; JMJD2A Tudor: -32%

Results for NS(=O)(=O)c1ccc(NC(=O)N[C@@H](Cc2ccccc2)C(=O)O)cc1 ?
HP1b chromo inh: 28%; Pin1 inh: 1%; BLM helicase inh: 4%; G9a inh: 8%[59 µM]; GLS inhibitor: 8%; Pol iota inh: -12%; BAZ2B block: 1%; PGK inhibitor: inactive; JMJD2A Tudor: -11%

How did CC(C)CCSc1nc2[nH]ncc2c(=O)[nH]1 do in these assays?
HP1b chromo inh: 17%; Pin1 inh: 1%; BLM helicase inh: -3%; G9a inh: 1%; GLS inhibitor: 0%; Pol iota inh: 10%; BAZ2B block: -10%; PGK inhibitor: -2%; JMJD2A Tudor: 13%

How did C=C(C)COc1ccc2c(C)c(CC(=O)N3C[C@H]4C[C@@H](C3)c3cccc(=O)n3C4)c(=O)oc2c1 do in these assays?
HP1b chromo inh: 30%; Pin1 inh: 1%; BLM helicase inh: 2%; G9a inh: 9%[12.7 µM]; GLS inhibitor: 3%; Pol iota inh: 14%; BAZ2B block: -2%; PGK inhibitor: -9%; JMJD2A Tudor: -5%

Results for CC(=O)c1ccc(N2CCN(c3ncnc4c3cnn4C)CC2)cc1 ?
HP1b chromo inh: -4%; Pin1 inh: 0%; BLM helicase inh: -11%; G9a inh: 8%[59 µM]; GLS inhibitor: 16%; Pol iota inh: 50%[activator]; BAZ2B block: 2%; PGK inhibitor: -4%; JMJD2A Tudor: -9%

What do the screens show for `NC(=O)c1ccccc1NS(=O)(=O)Cc1ccc(Cl)cc1`?
HP1b chromo inh: 26%; Pin1 inh: 2%; BLM helicase inh: -3%; G9a inh: 5%[59 µM]; GLS inhibitor: -5%; Pol iota inh: -19%; BAZ2B block: 10%; PGK inhibitor: 2%; JMJD2A Tudor: -3%

What do the screens show for `O=C(NCCS(=O)(=O)N1CCN(c2ccc(F)cc2)CC1)C12CC3CC(CC(C3)C1)C2`?
HP1b chromo inh: 7%; Pin1 inh: -5%; G9a inh: 7%[59 µM]; GLS inhibitor: 5%; Pol iota inh: 14%; BAZ2B block: 9%; PGK inhibitor: 1%; JMJD2A Tudor: -23%

Results for COc1ccc2c(c1OC)C(=O)OC2c1ccc(O)cc1 (stereo not given) ?
HP1b chromo inh: 29%; Pin1 inh: inconclusive; Pol iota inh: 1%; JMJD2A Tudor: -4%

How did CCOc1ccc(CN2C(=O)c3ccccc3C2C(=O)NCCc2ccc(OC)c(OC)c2)cc1 (stereo not given) do in these assays?
HP1b chromo inh: 32%; Pin1 inh: inconclusive; BLM helicase inh: 1%; G9a inh: -6%[59 µM]; GLS inhibitor: -2%; Pol iota inh: 20%; BAZ2B block: -1%; PGK inhibitor: 10%; JMJD2A Tudor: 10%

What do the screens show for `C/C(=N\NC(=O)c1cccc([N+](=O)[O-])c1)c1cccs1`?
HP1b chromo inh: 30%; Pin1 inh: -2%; BLM helicase inh: -1%; G9a inh: 10%; GLS inhibitor: 0%; Pol iota inh: 21%; BAZ2B block: -27%; PGK inhibitor: 11%; JMJD2A Tudor: -4%

Results for CCOC(=O)N1CCc2c(sc(NC(=O)CCS(=O)(=O)c3ccccc3)c2C(N)=O)C1 ?
HP1b chromo inh: 17%; Pin1 inh: -7%; BLM helicase inh: -4%; G9a inh: -8%; GLS inhibitor: 22%; Pol iota inh: -4%; BAZ2B block: -15%; PGK inhibitor: -2%; JMJD2A Tudor: -19%

Of the compounds above, these have fluorine.
How did COc1ccc(NC(=O)Cn2c(=O)n(-c3cccc(C(F)(F)F)c3)c(=O)c3sccc32)cc1 do in these assays?
HP1b chromo inh: 28%; Pin1 inh: 38%[activator]; BLM helicase inh: -5%; G9a inh: -1%[59 µM]; GLS inhibitor: 3%; Pol iota inh: 11%; BAZ2B block: -2%; PGK inhibitor: 9%; JMJD2A Tudor: 6%

Results for O=C(CNC(=O)c1ccccc1F)OCc1cc(=O)n2nc(C3CC3)sc2n1 ?
HP1b chromo inh: 14%; Pin1 inh: 3%; BLM helicase inh: -2%; G9a inh: 41%[59 µM]; GLS inhibitor: 5%; Pol iota inh: 37%[activator]; BAZ2B block: 7%; PGK inhibitor: 6%; JMJD2A Tudor: -22%

What do the screens show for `O=C(NCCS(=O)(=O)N1CCN(c2ccc(F)cc2)CC1)C12CC3CC(CC(C3)C1)C2`?
HP1b chromo inh: 7%; Pin1 inh: -5%; G9a inh: 7%[59 µM]; GLS inhibitor: 5%; Pol iota inh: 14%; BAZ2B block: 9%; PGK inhibitor: 1%; JMJD2A Tudor: -23%

(next part)
What do the screens show for `CS(=O)(=O)N(CC(=O)Nc1ccc(F)cc1)C1CCCCC1`?
HP1b chromo inh: 41%[activator]; Pin1 inh: -3%; BLM helicase inh: -3%; G9a inh: 9%; GLS inhibitor: -28%; Pol iota inh: 46%[activator]; BAZ2B block: -1%; PGK inhibitor: -1%; JMJD2A Tudor: 2%

What do the screens show for `COc1cc(OC)cc(C(=O)N[C@H](C(=O)NCCc2ccc(S(N)(=O)=O)cc2)C(C)C)c1`?
HP1b chromo inh: -10%; Pin1 inh: -7%; BLM helicase inh: -4%; G9a inh: 3%; GLS inhibitor: -3%; Pol iota inh: 45%[activator]; BAZ2B block: -14%; PGK inhibitor: -2%; JMJD2A Tudor: -15%

Results for CCOc1ccc(N(CC)S(=O)(=O)N2CCCC(C(=O)Nc3cc(Cl)ccc3C)C2)cc1 (stereo not given) ?
HP1b chromo inh: 13%; Pin1 inh: -1%; BLM helicase inh: -15%; G9a inh: 7%[59 µM]; GLS inhibitor: -8%; Pol iota inh: 21%; BAZ2B block: -13%; PGK inhibitor: -3%; JMJD2A Tudor: -14%

Results for NS(=O)(=O)c1ccc(CCNC(=O)Cc2ccccc2[N+](=O)[O-])cc1 ?
HP1b chromo inh: 46%[activator]; Pin1 inh: 3%; BLM helicase inh: -4%; GLS inhibitor: -17%; Pol iota inh: 49%[activator]; BAZ2B block: -9%; PGK inhibitor: -7%; JMJD2A Tudor: -5%

What do the screens show for `CC1CCN(S(=O)(=O)c2ccc(NC(=O)Cc3ccc(S(=O)(=O)N4CCOCC4)s3)cc2)CC1`?
HP1b chromo inh: 28%; Pin1 inh: inconclusive; G9a inh: 4%[0.501 µM]; GLS inhibitor: -20%; Pol iota inh: 24%; BAZ2B block: -29%; PGK inhibitor: inactive; JMJD2A Tudor: -10%

Results for CC(C)COc1ccc(C(=O)Nc2ccccc2[N+](=O)[O-])cc1 ?
HP1b chromo inh: inconclusive; Pin1 inh: inconclusive; BLM helicase inh: -10%; G9a inh: 14%[59 µM]; GLS inhibitor: 13%; Pol iota inh: -1%; BAZ2B block: inconclusive; PGK inhibitor: -4%; JMJD2A Tudor: inconclusive

Results for Nc1nc(-c2ccc(Cl)cc2)c(S(=O)(=O)c2ccccc2)s1 ?
HP1b chromo inh: 9%; Pin1 inh: 3%; BLM helicase inh: -11%; G9a inh: -11%; GLS inhibitor: 5%; Pol iota inh: -29%; BAZ2B block: -38%; PGK inhibitor: -2%; JMJD2A Tudor: -22%

How did Cc1ccccc1C(=O)Nc1ccnn1C1CCN(Cc2ccc(CO)o2)CC1 do in these assays?
HP1b chromo inh: 65%[activator]; Pin1 inh: -3%; BLM helicase inh: -4%; G9a inh: 9%; GLS inhibitor: 0%; Pol iota inh: -13%; BAZ2B block: -13%; PGK inhibitor: 5%; JMJD2A Tudor: -6%

Results for COc1ccc(/C=C/c2c([N+](=O)[O-])c(=O)n(C)c(=O)n2C)cc1OC ?
HP1b chromo inh: 46%[activator]; Pin1 inh: 5%; BLM helicase inh: -1%; G9a inh: 11%[59 µM]; GLS inhibitor: -1%; Pol iota inh: -13%; BAZ2B block: -3%; PGK inhibitor: 2%; JMJD2A Tudor: -11%
